From PubChem
Tat transport: E. coli Tat transport inhibition | E. coli MC4100 TorA-mCherry Tat export, fluorescence | inhibition, % at 10 µM | 340,000 compounds, 0.036% hits;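 active means mean replicate inhibition at least 50% and at least half of replicates individually reaching 50%; inconclusive means only one of the two criteria met; inactive means neither criterion met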;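 further: exported cargo escapes ClpAP degradation while cytoplasmic cargo is degraded and loses fluorescence; 0% = median of neutral control wells and 100% = median of NaSCN control wells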
Wnt act: activators of Wnt/beta-catenin signaling. Wnt/beta-catenin reporter cell assay, activator, plate reader. activation, % at 9.35 µM. 300,000 compounds, 1.2% hits; in the data active means activation above about 30%, passing the limit was not always enough; inconclusive means no clear call, values can overlap the other calls;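 further: 0% = neutral control wells and 100% = positive control wells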
DAGLB inh: diacylglycerol lipase beta (human) inhibition. Q8NCG7. HEK293T DAGLB membrane lysate, EnzChek fluorogenic substrate. inhibition, % at 5.17 µM. 340,000 compounds, 0.059% hits. AID 504411; in the data active means inhibition above about 34%;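 further: 0% = enzyme with vehicle and 100% = wells lacking enzyme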
Target sequence (Q8NCG7 whole entry, looked up): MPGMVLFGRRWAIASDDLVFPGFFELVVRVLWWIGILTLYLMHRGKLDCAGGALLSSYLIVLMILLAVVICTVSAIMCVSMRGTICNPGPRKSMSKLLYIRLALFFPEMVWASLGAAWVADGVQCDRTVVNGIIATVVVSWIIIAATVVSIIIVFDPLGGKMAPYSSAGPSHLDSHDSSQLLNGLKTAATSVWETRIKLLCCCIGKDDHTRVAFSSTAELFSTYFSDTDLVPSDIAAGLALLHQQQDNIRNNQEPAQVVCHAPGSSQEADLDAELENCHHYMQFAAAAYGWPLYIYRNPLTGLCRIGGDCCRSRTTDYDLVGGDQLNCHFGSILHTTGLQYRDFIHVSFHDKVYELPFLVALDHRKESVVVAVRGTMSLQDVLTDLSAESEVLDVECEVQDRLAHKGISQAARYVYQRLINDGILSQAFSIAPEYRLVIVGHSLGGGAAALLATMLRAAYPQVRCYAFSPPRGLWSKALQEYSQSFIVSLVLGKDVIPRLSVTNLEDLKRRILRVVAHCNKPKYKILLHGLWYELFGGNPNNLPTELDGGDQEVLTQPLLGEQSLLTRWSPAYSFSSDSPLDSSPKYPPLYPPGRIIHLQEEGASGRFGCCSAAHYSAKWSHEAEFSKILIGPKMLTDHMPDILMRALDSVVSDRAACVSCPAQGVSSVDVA
AddAB inh: less growth of phage-infected E. coli with AddAB; E. coli expressing H. pylori AddAB, absorbance growth; inhibition, % at 11.9 µM; 330,000 compounds, 0.29% hits; AID 435030; in the data active means inhibition above about 12%;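 further: 0% = vehicle wells of infected cells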
CAL PDZ FP: blocks peptide binding to human CAL PDZ domain; Q9HD26; purified CAL PDZ, TMR-peptide fluorescence polarization, 1 h; inhibition, % at 20 µM; 330,000 compounds, 0.02% hits; AID 504414;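 active means highest replicate inhibition of at least 40%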;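 further: plate controls were DMSO neutral control wells for no effect and unlabeled competitor peptide control wells for full effect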
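material = purified tagged CAL PDZ domain construct (CerCALP) | compound dosing = 20 µM, one dose | times = 1 h at RT | measured by = fluorescence polarization from S- and P-plane intensities, G-factor corrected | read-out = inhibition from polarization loss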
PvdQ acylase: P. aeruginosa PvdQ acylase inhibition | purified PvdQ acylase, fluorescence plate reader | inhibition, % at 10 µM | 340,000 compounds, 0.063% hits; in the data active means inhibition above about 30%, passing the limit was not always enough; inconclusive means no clear call, values can overlap the other calls;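 further: 0% = vehicle neutral wells and 100% = reference inhibitor wells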
phage Ecoli inh: E. coli growth loss with phage present. inhibition, % at 11.9 µM. growth absorbance. 360,000 compounds, 0.26% hits; in the data active means inhibition above about 11%
Ecoli viability: counter-screen for AddAB inhibitors: E. coli growth inhibition | inhibition, % at 11.9 µM | 330,000 compounds, 0.27% hits | AID 449728 | E. coli V3065 growth, OD600 absorbance, 18 h;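 active means inhibition above the campaign's mean inhibition across all tested compounds plus 3 SD, cut at about 9.9% in these data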;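 further: uninfected addAB+ strain grown without phage in ampicillin broth; 0% = DMSO wells and 100% = ciprofloxacin 0.95 µg/ml wells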
Rtt109 Vps75: inhibitors of Candida albicans Rtt109/Vps75 histone acetyltransferase | AID 540336 | Q5AAJ8 | inhibition, % at 34.9 µM | 330,000 compounds, 0.16% hits | purified Rtt109/Vps75, ThioGlo CoA-SH fluorescence, 4 h;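 active means inhibition of at least 50% in every replicate; inconclusive means best replicate reaches 50% inhibition but some replicates fall short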
Target sequence (Q5AAJ8 whole entry, looked up): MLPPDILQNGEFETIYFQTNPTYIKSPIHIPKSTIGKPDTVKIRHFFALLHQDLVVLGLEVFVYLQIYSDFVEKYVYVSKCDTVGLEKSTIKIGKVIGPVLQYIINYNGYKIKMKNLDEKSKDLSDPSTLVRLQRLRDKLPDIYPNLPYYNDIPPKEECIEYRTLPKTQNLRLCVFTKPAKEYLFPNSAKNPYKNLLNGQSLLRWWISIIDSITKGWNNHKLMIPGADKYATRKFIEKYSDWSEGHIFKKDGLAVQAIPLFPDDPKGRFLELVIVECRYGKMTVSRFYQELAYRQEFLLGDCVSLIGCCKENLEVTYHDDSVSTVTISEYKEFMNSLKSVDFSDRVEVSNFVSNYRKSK
PfHsp90 set2: reduces growth (ATP signal) of yeast expressing P. falciparum Hsp90; S. cerevisiae expressing PfHsp90, BacTiter-Glo ATP, 48 h; yeast lacking PDR1 and PDR3 efflux regulators; inhibition, % at 9.4 µM; 310,000 compounds, 0.32% hits; AID 504621;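 active means every replicate shows inhibition above about 80%, whatever the replicate mean, limit read from the data; inconclusive means mean inhibition reaches the set limit but some replicate falls short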;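 further: 0% = DMSO neutral controls and 100% = 20 µM radicicol positive controls; yeast relying on Plasmodium falciparum Hsp90 in place of its own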
* marks the source's active call; other numbers are inactive results.

What do the screens show for `Cc1cc2ccccn2c1C(=O)c1nc(NCc2ccccc2)ncc1Cl`?
Tat transport: 0; Wnt act: inconclusive; DAGLB inh: -1; AddAB inh: 0.8; CAL PDZ FP: -1.3; PvdQ acylase: -7; phage Ecoli inh: 1.5; Ecoli viability: 2.3; Rtt109 Vps75: -1; PfHsp90 set2: -3

What do the screens show for `N#CC1=C(N)C(C#N)(C#N)C(c2cccnc2)C2CC(c3ccccc3)CC=C12` (stereo unspecified)?
Tat transport: 8; DAGLB inh: 23; AddAB inh: 3.2; CAL PDZ FP: -0.6; PvdQ acylase: -18; Ecoli viability: 1.5; Rtt109 Vps75: 5

What do the screens show for `COC(=O)C1=C(C)Nc2[nH]c(=S)[nH]c(=O)c2C1c1ccc(O)cc1` (stereo unspecified)?
Tat transport: -8; Wnt act: 1; DAGLB inh: 0; AddAB inh: 3.2; CAL PDZ FP: -1.4; PvdQ acylase: -11; phage Ecoli inh: -0.6; Ecoli viability: 1.7; Rtt109 Vps75: 3; PfHsp90 set2: 20

How did Cc1nc(NC(=O)c2csc3ccccc23)sc1C do in these assays?
Tat transport: -5; Wnt act: 42*; DAGLB inh: -4; AddAB inh: -0.8; CAL PDZ FP: -2.8; PvdQ acylase: 5; phage Ecoli inh: 0.9; Ecoli viability: 0.7; Rtt109 Vps75: 3; PfHsp90 set2: -3

Results for COC(=O)c1c(NC(=O)C2COc3ccccc3O2)sc2c1CCN(Cc1ccccc1)C2 (stereo unspecified) ?
Tat transport: -3; Wnt act: 4; DAGLB inh: -20; AddAB inh: -0.1; CAL PDZ FP: -1.9; PvdQ acylase: -13; phage Ecoli inh: -0.3; Ecoli viability: -1.9; Rtt109 Vps75: -8; PfHsp90 set2: -15

What do the screens show for `O=C(NCCCn1ccnc1)c1cc(-c2ccncc2)nc2ccccc12`?
Tat transport: 4; Wnt act: 0; DAGLB inh: 1; AddAB inh: 2.5; CAL PDZ FP: -0.4; PvdQ acylase: 1; phage Ecoli inh: -0.3; Ecoli viability: 0.9; Rtt109 Vps75: -5; PfHsp90 set2: -22

Results for C=CCn1c(C)cc(C(=O)COC(=O)/C=C/c2c(C)nn(C3CCS(=O)(=O)C3)c2Cl)c1C (stereo unspecified) ?
Tat transport: -9; Wnt act: 1; DAGLB inh: -2; AddAB inh: 0.5; CAL PDZ FP: -1.8; PvdQ acylase: -7; phage Ecoli inh: 2.3; Ecoli viability: 0.1; Rtt109 Vps75: 9

How did O=C(NNC(=O)c1ccncc1)Nc1ccc(N=Nc2ccccc2)cc1 do in these assays?
Tat transport: 2; Wnt act: 11; DAGLB inh: 13; CAL PDZ FP: -0.4; PvdQ acylase: -1; phage Ecoli inh: -0.6; Rtt109 Vps75: -4; PfHsp90 set2: 6

Results for Cc1cccc(OP(=O)(Nc2c(C)n(C)n(-c3ccccc3)c2=O)Oc2cccc(C)c2)c1 ?
Tat transport: 14; Wnt act: -4; DAGLB inh: 1; AddAB inh: 2.6; CAL PDZ FP: -2.7; PvdQ acylase: -10; phage Ecoli inh: 2.6; Ecoli viability: 0.4; Rtt109 Vps75: 9; PfHsp90 set2: -8

What do the screens show for `O=C(NCCOc1nc(N2CCOCC2)nc(N2CCOCC2)n1)Nc1ccccc1`?
Tat transport: -4; Wnt act: -4; DAGLB inh: 0; AddAB inh: 0.7; CAL PDZ FP: -3.7; PvdQ acylase: 6; phage Ecoli inh: 1.1; Ecoli viability: 1.4; Rtt109 Vps75: 4; PfHsp90 set2: 15

Results for COc1ccccc1N(C(=O)c1ccncc1)c1nc(-c2ccc([N+](=O)[O-])cc2)cs1 ?
Tat transport: -2; Wnt act: 1; DAGLB inh: 1; AddAB inh: 1.0; CAL PDZ FP: -2.8; PvdQ acylase: -8; phage Ecoli inh: 2.3; Ecoli viability: 0.5; Rtt109 Vps75: -1; PfHsp90 set2: -66

How did COc1ccc(Cc2nc3ccc(C(=O)N4CCN(C)C(C)C4)cc3o2)cc1OC (stereo unspecified) do in these assays?
Tat transport: 0; Wnt act: -2; DAGLB inh: 4; AddAB inh: 0.3; CAL PDZ FP: -0.5; PvdQ acylase: -9; phage Ecoli inh: 0.6; Ecoli viability: 4.3; Rtt109 Vps75: -1; PfHsp90 set2: -10

What do the screens show for `Cc1ccc(N2C(=O)c3sc4nnc(C)c(=O)n4c3C2=O)cc1`?
Tat transport: -3; Wnt act: -1; DAGLB inh: -4; AddAB inh: 0.1; CAL PDZ FP: -2.3; PvdQ acylase: -14; phage Ecoli inh: -1.0; Ecoli viability: -1.7; Rtt109 Vps75: -3; PfHsp90 set2: 2

What do the screens show for `CC(=O)c1ccc(S(=O)(=O)N(C)CCCC(=O)N(C)Cc2c(F)cccc2Cl)cc1`?
Tat transport: -1; Wnt act: -2; DAGLB inh: -2; AddAB inh: 4.1; CAL PDZ FP: -0.7; PvdQ acylase: 0; phage Ecoli inh: 0.6; Ecoli viability: -2.8; Rtt109 Vps75: 3; PfHsp90 set2: 0

How did S=C(NCCCN1CCOCC1)Nc1ccc(-c2nc3ccccc3[nH]2)cc1 do in these assays?
Tat transport: 8; Wnt act: 14; DAGLB inh: -6; AddAB inh: -1.5; CAL PDZ FP: -1.7; PvdQ acylase: -6; phage Ecoli inh: -1.7; Ecoli viability: -1.5; Rtt109 Vps75: 5

How did CC1(C)CC2CC(C)(CN2C(=S)Nc2ccccc2F)C1 (stereo unspecified) do in these assays?
Tat transport: 2; Wnt act: 1; DAGLB inh: 5; AddAB inh: 0.3; CAL PDZ FP: -0.7; PvdQ acylase: -4; phage Ecoli inh: 4.1; Ecoli viability: -0.3; Rtt109 Vps75: -3; PfHsp90 set2: 5

Results for CCCCNC(=O)CN1C(=O)NC(Cc2ccccc2)(Cc2ccccc2)C1=O ?
Tat transport: -4; Wnt act: -2; DAGLB inh: 3; AddAB inh: 2.7; CAL PDZ FP: -1.0; PvdQ acylase: -5; phage Ecoli inh: -1.4; Ecoli viability: 0.3; Rtt109 Vps75: -9; PfHsp90 set2: -10

Results for Cc1ccc(NC(=O)/C(C#N)=C/c2ccc(Sc3nc(C)cc(C)n3)o2)cc1 ?
Tat transport: 5; Wnt act: 0; DAGLB inh: -1; AddAB inh: -1.4; CAL PDZ FP: -0.7; PvdQ acylase: -15; phage Ecoli inh: 0.3; Ecoli viability: 0.4; PfHsp90 set2: -27

What do the screens show for `O=C(c1ccccc1)c1cccc(NC(=O)c2ccc(Br)o2)c1`?
Tat transport: 7; DAGLB inh: -4; AddAB inh: 2.5; CAL PDZ FP: -4.8; PvdQ acylase: -14; phage Ecoli inh: 3.3; Ecoli viability: 1.5; Rtt109 Vps75: 6; PfHsp90 set2: -10

How did NC(=O)CN1CCOCCOCCN(CC(N)=O)CCOCC1 do in these assays?
Tat transport: 8; DAGLB inh: -2; AddAB inh: 1.8; CAL PDZ FP: -3.1; PvdQ acylase: -10; phage Ecoli inh: 2.6; Ecoli viability: -0.1; PfHsp90 set2: -29

What do the screens show for `COc1cc(/C=C/C(=O)OCC(=O)Nc2ccc([N+](=O)[O-])cc2)ccc1O`?
Tat transport: 3; Wnt act: -2; DAGLB inh: 2; AddAB inh: 2.9; CAL PDZ FP: -2.0; PvdQ acylase: -9; phage Ecoli inh: 0.3; Ecoli viability: -2.1; Rtt109 Vps75: 2; PfHsp90 set2: -36

How did CC(NC(=O)CN(C)Cc1cccc(Cl)c1)c1ccccc1 (stereo unspecified) do in these assays?
Tat transport: 0; Wnt act: -3; DAGLB inh: -2; AddAB inh: 1.1; CAL PDZ FP: -4.1; PvdQ acylase: -15; phage Ecoli inh: -2.7; Ecoli viability: 0.1; Rtt109 Vps75: 1; PfHsp90 set2: 19

What do the screens show for `CN(CCNC(=O)CCCOc1cc(=O)n(C)c2ccccc12)Cc1ccccc1`?
Tat transport: 0; Wnt act: 0; DAGLB inh: -2; AddAB inh: 3.5; CAL PDZ FP: -1.4; PvdQ acylase: 0; phage Ecoli inh: 3.4; Ecoli viability: 0.7; Rtt109 Vps75: 0; PfHsp90 set2: -1

How did O=C(COC(=O)Cc1ccccc1F)Nc1cc(S(=O)(=O)N2CCOCC2)ccc1N1CCCC1 do in these assays?
Tat transport: -5; Wnt act: 0; DAGLB inh: 3; AddAB inh: 1.9; CAL PDZ FP: -1.9; PvdQ acylase: 11; phage Ecoli inh: 0.6; Ecoli viability: 0.4; Rtt109 Vps75: 33; PfHsp90 set2: -6

Reprinted from the part before: 2 compounds; new compounds follow.
What do the screens show for `CN(CCNC(=O)CCCOc1cc(=O)n(C)c2ccccc12)Cc1ccccc1`?
Tat transport: 0; Wnt act: 0; DAGLB inh: -2; AddAB inh: 3.5; CAL PDZ FP: -1.4; PvdQ acylase: 0; phage Ecoli inh: 3.4; Ecoli viability: 0.7; Rtt109 Vps75: 0; PfHsp90 set2: -1

How did O=C(COC(=O)Cc1ccccc1F)Nc1cc(S(=O)(=O)N2CCOCC2)ccc1N1CCCC1 do in these assays?
Tat transport: -5; Wnt act: 0; DAGLB inh: 3; AddAB inh: 1.9; CAL PDZ FP: -1.9; PvdQ acylase: 11; phage Ecoli inh: 0.6; Ecoli viability: 0.4; Rtt109 Vps75: 33; PfHsp90 set2: -6

How did Cc1cccc(N2CC(=O)N(c3cccc(C)c3)CC2=O)c1 do in these assays?
Tat transport: -3; Wnt act: -1; DAGLB inh: 2; AddAB inh: -0.7; CAL PDZ FP: -1.0; PvdQ acylase: 1; phage Ecoli inh: 0.2; Ecoli viability: 0.0; Rtt109 Vps75: -10; PfHsp90 set2: 7

What do the screens show for `O=C(COC(=O)CCCc1nc2ccccc2s1)NC(=O)NCc1ccco1`?
Tat transport: 7; Wnt act: 0; DAGLB inh: 1; AddAB inh: -1.5; CAL PDZ FP: -0.5; PvdQ acylase: -5; phage Ecoli inh: 0.3; Ecoli viability: -1.5; Rtt109 Vps75: -3; PfHsp90 set2: -19

How did CCOc1cc(-c2nc(-c3ccc(OC)cc3)no2)cc(OCC)c1OCC do in these assays?
Tat transport: -8; DAGLB inh: 1; AddAB inh: 2.4; CAL PDZ FP: -0.2; PvdQ acylase: -2; phage Ecoli inh: 1.0; Ecoli viability: 1.7; Rtt109 Vps75: -3; PfHsp90 set2: -13

What do the screens show for `O=C(NCCCCl)C1CC(=O)N(CCc2ccc(F)cc2)C1` (stereo unspecified)?
Tat transport: 4; Wnt act: -4; DAGLB inh: 0; AddAB inh: -1.6; CAL PDZ FP: 1.3; PvdQ acylase: -3; phage Ecoli inh: 0.4; Ecoli viability: -0.8; Rtt109 Vps75: 2; PfHsp90 set2: -18

How did CCn1ccnc1CN(C)C(=O)CC1C(=O)NCCN1Cc1c(F)cccc1Cl (stereo unspecified) do in these assays?
Tat transport: -11; Wnt act: 0; DAGLB inh: -1; AddAB inh: 1.4; CAL PDZ FP: -1.8; PvdQ acylase: -8; phage Ecoli inh: 2.1; Ecoli viability: 2.4; Rtt109 Vps75: -7; PfHsp90 set2: 8

Results for COc1cc2c(c(OC)c1CC=C(C)C)C[C@H](c1ccc(O)cc1O)CO2 ?
Tat transport: 7; Wnt act: -2; DAGLB inh: -1; AddAB inh: 0.2; CAL PDZ FP: -1.4; PvdQ acylase: -9; phage Ecoli inh: -0.5; Ecoli viability: -3.9; Rtt109 Vps75: 5

How did CCC(CC)C1C(C#N)=C(N)Oc2cc(C)oc(=O)c21 (stereo unspecified) do in these assays?
Tat transport: -2; Wnt act: -5; DAGLB inh: -2; AddAB inh: 4.2; CAL PDZ FP: -3.4; PvdQ acylase: 6; phage Ecoli inh: 0.3; Ecoli viability: 2.9; Rtt109 Vps75: -4; PfHsp90 set2: -4
